ATG4B inh: inhibitors of human ATG4B cysteine protease | ATG4B cleavage of LC3-PLA2, NBD-HPC fluorescence, 1 h | inhibition, % at 8.33 µM | Q9Y4P1 | actives 0.51% (n = 340,000) | AID 504462; in the data active = inhibition above about 40%
Target sequence (Q9Y4P1 whole entry, looked up): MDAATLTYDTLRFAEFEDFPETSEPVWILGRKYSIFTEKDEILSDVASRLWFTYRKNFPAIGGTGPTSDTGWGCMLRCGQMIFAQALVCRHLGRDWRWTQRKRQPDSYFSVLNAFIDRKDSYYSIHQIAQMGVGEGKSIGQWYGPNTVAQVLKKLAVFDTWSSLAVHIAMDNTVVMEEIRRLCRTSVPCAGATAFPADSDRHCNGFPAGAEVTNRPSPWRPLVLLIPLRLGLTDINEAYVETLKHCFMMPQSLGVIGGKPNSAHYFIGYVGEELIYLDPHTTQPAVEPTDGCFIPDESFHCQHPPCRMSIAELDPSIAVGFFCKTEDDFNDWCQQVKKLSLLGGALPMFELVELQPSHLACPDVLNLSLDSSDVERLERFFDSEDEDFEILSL
mIAP inh: mouse IAP inhibition; purified mouse IAP, CDP-Star luminescence, 30 min; inhibition, % at 10 µM; actives 0.2% (n = 330,000);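 active = inhibition of at least 40% at 10 µM in the primary screen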;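 note: plate controls were DMSO with enzyme for no effect and no enzyme wells for full effect; values of inactives mirror those of a sister screen read the other way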
APOBEC3A inh: blocks human APOBEC3A ssDNA deamination | P31941 | recombinant A3A, FAM/TAMRA ssDNA deamination fluorescence | inhibition, % at 20 µM | actives 0.41% (n = 330,000);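 active = at least 40% inhibition at 20 µM here, with at most 30% in a related deaminase screen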;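 note: plate controls were A3A with DMSO for no effect and wells lacking A3A enzyme for full effect; some results filed as inactive read as strong as hits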
hIAP act: human IAP activation. P09923. purified human IAP, CDP-Star luminescence, 30 min; active compounds read high; 1 = vehicle-only enzyme, 0 = enzyme-free background. activation factor at 10 µM. actives 0.16% (n = 330,000). AID 2524;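 active = activation factor of the enzyme at least 2-fold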; note: the source names both 10 and 20 µM as test concentration; values of inactives mirror those of a sister screen read the other way
Target sequence (P09923 whole entry, looked up): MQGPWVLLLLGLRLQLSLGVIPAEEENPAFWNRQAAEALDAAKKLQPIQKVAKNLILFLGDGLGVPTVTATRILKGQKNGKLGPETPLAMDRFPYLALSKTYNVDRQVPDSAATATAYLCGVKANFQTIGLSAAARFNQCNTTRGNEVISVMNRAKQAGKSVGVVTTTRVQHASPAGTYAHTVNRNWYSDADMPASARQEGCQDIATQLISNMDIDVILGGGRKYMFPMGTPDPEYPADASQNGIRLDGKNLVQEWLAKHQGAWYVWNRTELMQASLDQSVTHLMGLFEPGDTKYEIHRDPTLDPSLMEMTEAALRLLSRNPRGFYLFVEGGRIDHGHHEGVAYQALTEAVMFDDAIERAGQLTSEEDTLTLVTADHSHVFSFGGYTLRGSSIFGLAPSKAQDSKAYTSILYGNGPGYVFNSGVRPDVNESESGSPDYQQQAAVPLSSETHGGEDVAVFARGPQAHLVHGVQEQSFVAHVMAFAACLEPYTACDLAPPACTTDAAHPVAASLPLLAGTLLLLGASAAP
MPTP inh: permeability transition pore inhibition. isolated mouse mitochondria, Ca2+ swelling absorbance, 30 min. inhibition, % at 10 µM. actives 1.4% (n = 360,000). AID 602449;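 active = inhibition of 50% or more, scaled per plate between neutral and stimulator controls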;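 note: 0% = DMSO wells given calcium and 100% = 1 mM EGTA wells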
mIAP act: mouse IAP activation | actives 0.24% (n = 330,000) | activation factor at 10 µM | muIAP, CDP-Star luminescence, 30 min; active compounds read high; 1 = vehicle-only enzyme signal, 0 = enzyme-free wells;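 active = activation factor of at least 2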; note: the source names both 10 and 20 µM as test concentration; values of inactives mirror those of a sister screen read the other way
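also added = chemiluminescent substrate CDP-Star | test system = mouse IAP enzyme | signal = chemiluminescence readout | compound = DMSO-dissolved test compounds | incubation = 30 min at room temperature | benchmarks = DMSO wells, no-enzyme wells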
hIAP block: blocks human intestinal alkaline phosphatase | inhibition, % at 10 µM | actives 0.12% (n = 330,000) | purified IAP, CDP-Star luminescence, 30 min | AID 2544 | P09923;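 active = inhibition reaching a set limit with compound at 10 µM in the primary screen, cut at about 35% in these data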;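 note: plate controls were DMSO wells with enzyme for no effect and no-enzyme buffer wells for full effect; values of inactives mirror those of a sister screen read the other way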
beta cell repl: MIN6 beta-cell proliferation induction | MIN6 cells proliferation, ATPlite luminescence, 48 h; cells starved in 0.2% serum; 100% = growth in 10% serum | proliferation, % at 10 µM | AID 2380 | actives 0.29% (n = 330,000);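 active = compounds whose signal lies at least 3.5 SD above the mean of all wells on their plate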;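 note: 0% = DMSO-treated cells in low-serum medium and 100% = 10% serum control; some compounds called inactive have numbers as strong as hits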
A3G deaminase: APOBEC3G (human) deaminase inhibition; inhibition, % at 20 µM; Q9HC16; AID 493012; recombinant A3G, ssDNA deamination FAM/TAMRA fluorescence; actives 0.28% (n = 330,000);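 active = inhibition of at least 40% at 20 µM, with no more than 30% in the related APOBEC3A deaminase screen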;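 note: plate controls were DMSO wells with A3G for no effect and wells lacking A3G enzyme for full effect; some compounds called inactive have numbers as strong as hits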
Numbers without * were called inactive.

How did CCOC(=O)C(NC(=O)CCl)(Nc1ccc(C(O)(C(=O)OCC)C(F)(F)F)cc1)C(F)(F)F (stereo not given) do in these assays?
ATG4B inh: -11; mIAP inh: -10; APOBEC3A inh: 0; hIAP act: 1; MPTP inh: 0.6; mIAP act: 1.1; hIAP block: -2; beta cell repl: -2; A3G deaminase: -7

What do the screens show for `CCCCn1c(O)c(C(=O)/C=C/c2ccc3c(c2)OCO3)c(=O)[nH]c1=O`?
ATG4B inh: -6; mIAP inh: 3; APOBEC3A inh: -3; hIAP act: 1.3; MPTP inh: 4.8; mIAP act: 0.97; hIAP block: -26; beta cell repl: -2; A3G deaminase: -7

What do the screens show for `CCOC(=O)C1(CCOc2ccccc2)CCN(Cc2ccc(C)s2)CC1`?
ATG4B inh: 3; mIAP inh: -12; APOBEC3A inh: 3; hIAP act: 1.2; MPTP inh: 65*; mIAP act: 1.1; hIAP block: -18; beta cell repl: -6; A3G deaminase: 4

What do the screens show for `Cc1ccccc1C1=NCC(=O)N(CC(=O)N2CCCCC2)c2sc(C)c(C)c21`?
ATG4B inh: 3; mIAP inh: 2; APOBEC3A inh: -2; hIAP act: 0.76; MPTP inh: 5.8; mIAP act: 0.98; hIAP block: 24; beta cell repl: 1; A3G deaminase: -11

Results for CCCCOP(=O)(CN1CCOCC1)OCCCC ?
ATG4B inh: -5; mIAP inh: -7; APOBEC3A inh: 2; hIAP act: 0.97; MPTP inh: -1.6; mIAP act: 1.1; hIAP block: 3; beta cell repl: -4; A3G deaminase: -1

How did CC(C)NS(=O)(=O)c1ccc(OCC(=O)N2CCN(C)CC2)cc1 do in these assays?
ATG4B inh: 4; mIAP inh: 0; APOBEC3A inh: -4; hIAP act: 0.96; MPTP inh: -1.5; mIAP act: 1; hIAP block: 4; beta cell repl: -3; A3G deaminase: -6

Results for CCN1CCN(Cc2cc3c(cc2[N+](=O)[O-])OCO3)CC1 ?
ATG4B inh: 2; mIAP inh: 17; APOBEC3A inh: -4; hIAP act: 1; MPTP inh: 0.0; mIAP act: 0.83; hIAP block: -1; beta cell repl: -1; A3G deaminase: -3

How did N/C(=N\[N+](=O)[O-])NCCCC(NC(=O)CNC(=O)c1ccccc1)C(=O)O (stereo not given) do in these assays?
ATG4B inh: -7; mIAP inh: -2; APOBEC3A inh: -5; hIAP act: 1; MPTP inh: -2.5; mIAP act: 1; hIAP block: -5; beta cell repl: 3; A3G deaminase: -7

What do the screens show for `CN1CCC(n2nccc2N)CC1`?
ATG4B inh: -9; mIAP inh: -2; APOBEC3A inh: -2; hIAP act: 0.84; MPTP inh: -0.8; mIAP act: 1; hIAP block: 16; beta cell repl: 0; A3G deaminase: -3

How did COc1ccccc1/C=N/N=C(/N)N[N+](=O)[O-] do in these assays?
ATG4B inh: 3; mIAP inh: 3; APOBEC3A inh: -2; hIAP act: 1.1; MPTP inh: 0.8; mIAP act: 0.97; hIAP block: -7; beta cell repl: 1; A3G deaminase: -4

Results for CCOC(=O)c1sc(N=Nc2c(O)[nH]c(=O)[nH]c2=O)c(C(=O)OCC)c1C ?
mIAP inh: -19; APOBEC3A inh: -3; hIAP act: 1.5; mIAP act: 1.2; hIAP block: -48; beta cell repl: -4; A3G deaminase: -5

What do the screens show for `Cc1ccc(N/N=C/c2c(O)n(-c3ccccc3)c(=O)[nH]c2=O)cc1`?
ATG4B inh: 3; mIAP inh: -4; APOBEC3A inh: -6; hIAP act: 0.99; MPTP inh: -0.5; mIAP act: 1; hIAP block: 1; beta cell repl: -3; A3G deaminase: 29

How did O=C(c1ccc(Cl)cc1)C1CCCN(Cc2cccc3cccnc23)C1 (stereo not given) do in these assays?
ATG4B inh: -6; mIAP inh: 0; APOBEC3A inh: 1; hIAP act: 0.9; MPTP inh: 1.5; mIAP act: 1; hIAP block: 10; beta cell repl: -1; A3G deaminase: -6

What do the screens show for `CCN(CC)P(=O)(Oc1ccccc1)Oc1ccccc1`?
ATG4B inh: 2; mIAP inh: -1; APOBEC3A inh: 1; hIAP act: 1; MPTP inh: 3.3; mIAP act: 1; hIAP block: -1; beta cell repl: -2; A3G deaminase: 0

What do the screens show for `C[C@]12CCC3C(CC[C@H]4C[C@H](O)CC[C@]34C)C1CCC2=O` (stereo not given in full)?
ATG4B inh: -13; mIAP inh: -1; APOBEC3A inh: -1; hIAP act: 0.84; MPTP inh: -0.9; mIAP act: 1; hIAP block: 16; beta cell repl: 3; A3G deaminase: -1

How did C=C1C(=O)O[C@@H]2C[C@@H](C)[C@@H]3C4OC4C(=O)[C@@]3(C)[C@@H](O)[C@H]12 (stereo not given in full) do in these assays?
ATG4B inh: 3; mIAP inh: -1; APOBEC3A inh: 1; hIAP act: 0.85; MPTP inh: 0.0; mIAP act: 1; hIAP block: 15; beta cell repl: -8; A3G deaminase: -4

How did Cn1cccc1/C=C1\C(=O)NC(=O)N(Cc2ccccc2)C1=O do in these assays?
ATG4B inh: -2; mIAP inh: 7; APOBEC3A inh: 2; hIAP act: 0.82; MPTP inh: 1.2; mIAP act: 0.93; hIAP block: 18; beta cell repl: -3; A3G deaminase: -2

What do the screens show for `O=C1NC(=O)C(=Cc2coc3ccccc3c2=O)C(=O)N1`?
ATG4B inh: -3; mIAP inh: 1; APOBEC3A inh: 0; hIAP act: 1; MPTP inh: 11; mIAP act: 0.99; hIAP block: 0; beta cell repl: -5; A3G deaminase: -4

What do the screens show for `C[C@]12CC[C@H](O)CC1=C([N+](=O)[O-])CC1C2CC[C@@]2(C)C1CC[C@@H]2O` (stereo not given in full)?
ATG4B inh: 2; mIAP inh: -4; APOBEC3A inh: -1; hIAP act: 1.3; MPTP inh: -1.1; mIAP act: 1; hIAP block: -28; beta cell repl: 2; A3G deaminase: -5

How did CC(=O)O[C@@H]1[C@H]2CC[C@@H]3[C@]1(C[C@@H](OC(C)=O)[C@@]1(O)C([C@@H]4O[C@@H]4C1(C)C)[C@]3(C)O)C[C@@]2(C)O (stereo not given in full) do in these assays?
ATG4B inh: 3; mIAP inh: -2; APOBEC3A inh: -2; hIAP act: 0.85; MPTP inh: -2.4; mIAP act: 1; hIAP block: 14; beta cell repl: 0; A3G deaminase: -7

Results for COc1ccc(CC(=O)Nc2ccc(C#N)c(Cl)c2)cc1S(=O)(=O)N1CCOCC1 ?
ATG4B inh: 1; mIAP inh: -8; APOBEC3A inh: 4; hIAP act: 1.2; MPTP inh: 1.2; mIAP act: 1.1; hIAP block: -15; beta cell repl: -1; A3G deaminase: 6

What do the screens show for `COc1ccc(C2(C#N)CCN(C)CC2)cc1`?
ATG4B inh: 8; mIAP inh: -8; APOBEC3A inh: -1; hIAP act: 0.89; MPTP inh: -0.1; mIAP act: 1.1; hIAP block: 11; beta cell repl: -1; A3G deaminase: -4

Results for Cc1cc(/C=C2\C(=O)NC(=O)N(c3cccc(F)c3)C2=O)c(C)n1-c1ccc(C(=O)O)c(Cl)c1 ?
ATG4B inh: -4; mIAP inh: 14; APOBEC3A inh: 20; hIAP act: 0.94; MPTP inh: 1.3; mIAP act: 0.86; hIAP block: 6; beta cell repl: -3; A3G deaminase: 5

Results for O=C1Nc2ccc(Br)cc2C(c2ccccc2)=NC1O (stereo not given) ?
ATG4B inh: 8; mIAP inh: 2; APOBEC3A inh: -3; hIAP act: 1.1; MPTP inh: -0.9; mIAP act: 0.97; hIAP block: -12; beta cell repl: -1; A3G deaminase: -8

Three entries already listed, sorted by SMILES length, ascending:
Results for O=C1Nc2ccc(Br)cc2C(c2ccccc2)=NC1O (stereo not given) ?
ATG4B inh: 8; mIAP inh: 2; APOBEC3A inh: -3; hIAP act: 1.1; MPTP inh: -0.9; mIAP act: 0.97; hIAP block: -12; beta cell repl: -1; A3G deaminase: -8

What do the screens show for `O=C1NC(=O)C(=Cc2coc3ccccc3c2=O)C(=O)N1`?
ATG4B inh: -3; mIAP inh: 1; APOBEC3A inh: 0; hIAP act: 1; MPTP inh: 11; mIAP act: 0.99; hIAP block: 0; beta cell repl: -5; A3G deaminase: -4

What do the screens show for `C[C@]12CCC3C(CC[C@H]4C[C@H](O)CC[C@]34C)C1CCC2=O` (stereo not given in full)?
ATG4B inh: -13; mIAP inh: -1; APOBEC3A inh: -1; hIAP act: 0.84; MPTP inh: -0.9; mIAP act: 1; hIAP block: 16; beta cell repl: 3; A3G deaminase: -1

(more compounds)
Results for CCOC(=O)C1(CCOc2ccccc2)CCN(Cc2cccc(O)c2)CC1 ?
ATG4B inh: -2; mIAP inh: 0; APOBEC3A inh: -4; hIAP act: 1; MPTP inh: 2.7; mIAP act: 1; hIAP block: -1; beta cell repl: -2; A3G deaminase: -8

What do the screens show for `CC(C)COP(=O)(OCC(C)C)C(O)c1cccnc1` (stereo not given)?
ATG4B inh: -7; mIAP inh: -2; APOBEC3A inh: 14; hIAP act: 1.1; MPTP inh: 0.1; mIAP act: 1; hIAP block: -7; beta cell repl: -1; A3G deaminase: -7

How did CC(C)(C)c1ccc(CSc2cnn(C(C)(C)C)c(=O)c2Cl)cc1 do in these assays?
ATG4B inh: -5; mIAP inh: 9; APOBEC3A inh: -3; hIAP act: 0.71; MPTP inh: 92*; mIAP act: 0.91; hIAP block: 29; beta cell repl: -6; A3G deaminase: -6

Results for CN1C[C@H](CO)C=C2c3cccc4[nH]cc(c34)C[C@H]21 ?
ATG4B inh: 0; mIAP inh: 2; APOBEC3A inh: 6; hIAP act: 0.86; MPTP inh: 2.0; mIAP act: 0.98; hIAP block: 14; beta cell repl: -5; A3G deaminase: 32

What do the screens show for `COCCOC(=O)C1=C(N)Oc2c(c(=O)oc3ccccc23)C1c1ccncc1` (stereo not given)?
ATG4B inh: 3; mIAP inh: -7; APOBEC3A inh: -5; hIAP act: 1.2; MPTP inh: 1.5; mIAP act: 1.1; hIAP block: -25; beta cell repl: -1; A3G deaminase: 6

Results for CNC(=O)NC(O)C(Cl)(Cl)Cl (stereo not given) ?
ATG4B inh: -4; mIAP inh: 15; APOBEC3A inh: 0; hIAP act: 1.1; MPTP inh: -1.0; mIAP act: 0.85; hIAP block: -12; beta cell repl: 0; A3G deaminase: 1

Results for COc1cc(C)c(CN2CC=C(c3ccc(F)cc3)CC2)cc1C ?
ATG4B inh: -8; mIAP inh: 4; APOBEC3A inh: -6; hIAP act: 1.2; MPTP inh: 0.2; mIAP act: 0.96; hIAP block: -20; beta cell repl: -5; A3G deaminase: -5

What do the screens show for `CC(C)c1ccc(O)c(CN2CCN(c3ccccc3)CC2)c1`?
ATG4B inh: -1; mIAP inh: 3; APOBEC3A inh: -1; hIAP act: 1; MPTP inh: 1.3; mIAP act: 0.97; hIAP block: 0; beta cell repl: -4; A3G deaminase: -4

What do the screens show for `COC(=O)C1=C(c2ccc(Cl)c(C(F)(F)F)c2)C[C@@H]2CC[C@H]1N2C(=O)N1CCC(C)CC1`?
ATG4B inh: 7; mIAP inh: -7; APOBEC3A inh: -2; hIAP act: 1.3; MPTP inh: -0.7; mIAP act: 1.1; hIAP block: -28; beta cell repl: -7; A3G deaminase: -1

Results for Cc1ccc2c(c1)CC1(CN2C)C(=O)NC(=O)N(c2cc(C)ccc2C)C1=O (stereo not given) ?
ATG4B inh: 1; mIAP inh: -3; APOBEC3A inh: -4; hIAP act: 0.81; MPTP inh: 1.2; mIAP act: 1; hIAP block: 20; beta cell repl: 2; A3G deaminase: 17

How did O=C(CN1CCCCC1)c1ccc(F)cc1 do in these assays?
ATG4B inh: -2; mIAP inh: -4; APOBEC3A inh: 1; hIAP act: 0.95; MPTP inh: 0.8; mIAP act: 1; hIAP block: 5; beta cell repl: -3; A3G deaminase: -3

Source: PubChem (Sanford-Burnham Center for Chemical Genomics)

An excerpt; rates above refer to the full screens.
